GRP78 ERSR act: inducers of ER stress response in human glioma cells; Potency, µM, inactives show at the highest dose activation, usual class: activators; hit rate 0.02% among 420,000; U87-MG GRP78 promoter luciferase reporter, 16 h; further: potency means the concentration at half of the fitted maximal effect; series mostly up to about 76 µM; % of control where 0% means no effect; nearly all actives have a fitted effect of over 35% in size
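ERSR induction read as luciferase luminescence (Bright-Glo, 10 min at room temperature) in stably transfected human U87-MG glioma cells exposed to compounds for 16 h, using GRP78 as sensor.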
RXFP1 antagonist: blocks the human relaxin receptor RXFP1; Q9HBX9; hit rate 0.59% among 350,000; HEK293-RXFP1, relaxin-stimulated cAMP HTRF, 30 min; stronger effect = lower value; activity change, negative = inhibition, % at 57.5 µM;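 active means activity change of -60% or lower, but not beyond a set lower limit; inconclusive means change between -60% and -40%, or beyond the set limit; inactive means change above -40%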; further: on the % scale 0 is the no-effect control and ±100 the full control effect
D2 potentiator: positively modulates the human D2 dopamine receptor allosterically; P14416; HEK293 T-REx D2, calcium flux, EC20 dopamine potentiation; potentiation, % at 10 µM; hit rate 0.34% among 340,000;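 active means potentiation over 3 SD above the plate norm, cut at about 30% in these data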; further: 0% is about no effect
Target sequence (P14416 whole entry, looked up): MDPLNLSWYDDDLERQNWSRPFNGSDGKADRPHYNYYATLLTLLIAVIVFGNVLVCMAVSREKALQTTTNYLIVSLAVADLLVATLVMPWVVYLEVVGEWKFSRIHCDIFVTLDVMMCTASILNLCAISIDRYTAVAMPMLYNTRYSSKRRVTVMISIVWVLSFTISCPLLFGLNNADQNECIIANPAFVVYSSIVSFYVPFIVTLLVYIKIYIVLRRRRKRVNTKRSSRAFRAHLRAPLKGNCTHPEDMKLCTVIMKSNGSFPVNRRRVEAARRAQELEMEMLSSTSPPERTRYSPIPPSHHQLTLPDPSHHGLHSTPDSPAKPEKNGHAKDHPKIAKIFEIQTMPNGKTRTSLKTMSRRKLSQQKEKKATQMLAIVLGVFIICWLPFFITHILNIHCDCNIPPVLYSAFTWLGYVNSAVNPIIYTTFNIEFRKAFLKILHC
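Potentiation of an EC20 dopamine calcium response is measured in a force-coupled, tetracycline-inducible Hek293 Trex D2 line. Compound-only kinetic reads over 180 s flag agonists before dopamine addition.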
D1 PAM: human D1 dopamine receptor positive modulation; P21728; HEK293 TREx D1 cells, calcium flux, dopamine EC20 potentiation; potentiation, % at 10 µM; hit rate 0.036% among 360,000; AID 504651; in the data active means potentiation above about 30%; further: 0% is about no effect
Target sequence (P21728 whole entry, looked up): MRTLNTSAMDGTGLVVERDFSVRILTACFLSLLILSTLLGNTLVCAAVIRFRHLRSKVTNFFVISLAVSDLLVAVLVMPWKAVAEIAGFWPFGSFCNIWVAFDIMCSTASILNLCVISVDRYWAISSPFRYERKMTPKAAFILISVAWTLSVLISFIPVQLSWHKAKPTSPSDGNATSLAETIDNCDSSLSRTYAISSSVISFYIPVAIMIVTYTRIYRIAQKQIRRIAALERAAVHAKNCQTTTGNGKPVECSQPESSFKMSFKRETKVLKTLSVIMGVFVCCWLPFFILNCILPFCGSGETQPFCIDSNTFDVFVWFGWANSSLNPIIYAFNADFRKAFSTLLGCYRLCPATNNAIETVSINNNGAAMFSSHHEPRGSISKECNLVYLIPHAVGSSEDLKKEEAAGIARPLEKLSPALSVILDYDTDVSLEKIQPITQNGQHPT
D1 ag: agonists of human D1 dopamine receptor; hit rate 1% among 360,000; P21728; activation, % at 2 µM; HEK293 T-REx D1 cells, calcium flux, agonist mode; in the data active means activation above about 30%; further: 0% is about no effect
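Inducible HEK293 T-REx D1 cells, force-coupled to calcium signalling, were plated at 4000 cells/well with tetracycline and held overnight at 30 C. After no-wash calcium dye loading, compound-evoked calcium rise over 180 s flagged agonists.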
D1 antag: antagonists of human D1 dopamine receptor; HEK293 TREx D1 cells, calcium flux, dopamine EC80; stronger effect = lower value; P21728; hit rate 3.2% among 360,000; activity change, negative = inhibition, % at 10 µM; AID 504652; in the data active means activity change below about -30%; further: on the % scale 0 is the no-effect control and ±100 the full control effect
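Allosteric or orthosteric antagonism assessed as attenuation of the calcium response to EC80 dopamine, added 180 s after compound, in induced HEK293 Trex D1 cells loaded with no-wash calcium dye.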
Vif-APOBEC3G blk: Vif-A3G binding inhibition; Q9HC16; HeLa A3G-eYFP + Vif (tagged APOBEC3G with the HIV-1 protein that degrades it), YFP fluorescence, overnight; Potency, µM (titrated, usually from 46.1 µM), without a hit: top-dose activity, negative = active, actives largely listed as inhibitors; hit rate 0.076% among 410,000;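 further: potency means the concentration at half of the fitted maximal effect; on the % scale 0 is the no-effect control and ±100 the full control effect; nearly all actives have a fitted effect of over 60% in size; hits raise eYFP signal because A3G escapes Vif-driven loss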
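HeLa cells stably expressing Vif and C-terminally eYFP-tagged A3G, seeded overnight at 37 deg C, then exposed to compound by pintool overnight at 37 deg C. Rise in yellow fluorescence (Ex 488/Em 500-530, Acumen) marks blocked Vif-driven A3G degradation.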
RXFP1 agonist: activates the human relaxin receptor RXFP1; Potency, µM (highest dose often 57.5 µM), for inactives: at the highest dose activation, usual class: activators; hit rate 0.3% among 370,000; HEK293T-RXFP1 cAMP TR-FRET, 30 min; response scale: percent of porcine relaxin response, buffer zero; AID 2676; Q9HBX9; further: potency means the concentration at half of the fitted maximal effect; on the % scale 0 is the no-effect control and ±100 the full control effect; nearly all actives have a fitted effect of over 60% in size; many of its hits are not listed in these tables
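HEK293 cells stably expressing RXFP1, treated 30 min at 37C with compounds plus PDE4 inhibitor Ro 20174; cAMP measured by HTRF TR-FRET. Normalized to buffer and 29 nM porcine relaxin; EC50 by Hill fit.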
Vif-A3F inh: inhibitors of Vif-A3F interaction. AID 602313. hit rate 0.2% among 390,000. Potency, µM (top dose mostly 46.1 µM), without a hit: at the highest dose activity, negative = active. HeLa A3F-eYFP + Vif (tagged APOBEC3F with the HIV-1 protein that degrades it), YFP fluorescence increase; further: potency means the concentration at half of the fitted maximal effect; % of control where 0% means no effect; nearly all actives have a fitted effect of over 65% in size
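HeLa cells stably expressing Vif plus C-terminally eYFP-tagged A3F were seeded, incubated overnight at 37 deg C, dosed with compound, incubated overnight again at 37 deg C. Yellow fluorescence (Ex 488/Em 500-530) reported blocked Vif-mediated A3F-eYFP degradation.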
* marks the source's active call; other numbers are inactive results; ? = inconclusive; . = no result given. Unless noted, the call rests on the fitted dose curve; in most records, active means well fitted curve in the direction sought with a large enough effect; inconclusive means small, poorly fitted or top-dose-only effect, or another doubt; inactive means no such curve, though single readings can be large; an effect the other way counts as inactive or inconclusive. An excerpt; the hit share may differ from the screen's.

SMILES	GRP78 ERSR act	RXFP1 antagonist	D2 potentiator	D1 PAM	D1 ag	D1 antag	Vif-APOBEC3G blk	RXFP1 agonist	Vif-A3F inh
NS(=O)(=O)c1ccc(N/N=C/c2ccccc2C(=O)O)c([N+](=O)[O-])c1	-5%	0	6	-6	3	-22	-1%	-0.6%	-21%
Cc1ccc(-c2cc(C(=O)N3CCOCC3)c3cc(C)ccc3n2)cc1	7%	5	25	10	-3	13	-3%	-0.2%	3%
O=C(Nc1ccc(C(F)(F)F)cc1)c1cc(S(=O)(=O)NCC2COc3ccccc3O2)ccc1F (configuration not stated)	-2%	-22	12	-8	13	-10	-17%	0.2%	-1%
O=C(O)/C=C/c1coc2ccc(F)cc2c1=O	-2%	1	14	-3	4	-12	0%	3.4%	2%
CSc1nnc(C2CCCN(CC(=O)Nc3ccccc3N3CCOCC3)C2)n1C(C)C (configuration not stated)	-1%	9	9	-5	0	5	-1%	1.6%	7%
CN(CC(=O)Nc1ccccc1C(F)(F)F)C(=O)CN1C(=O)C2CCCCC2C1=O (configuration not stated)	-2%	-5	10	-6	4	10	1%	-0.4%	-12%
CCN(CC)c1ccc(C2C(C(=O)Nc3ccccn3)=C(C)NC3=C2C(=O)CC(C)(C)C3)cc1 (configuration not stated)	-1%	-18	-1	0	3	1	1%	0.4%	-15%
Cc1ccc(Cl)cc1N1CCN(C(=O)c2cnc3c(-c4ccc(F)cc4)c(C)nn3c2C)CC1	-4%	-19	-15	-3	2	-12	0%	2.6%	4%
Cc1cccc(NC(=O)c2cccc(N3C(=O)C4C5CCC(C5)C4C3=O)c2)c1C (configuration not stated)	-1%	8	0	-1	6	-2	1%	0.1%	1%
O=C(N/N=C/c1ccc2c(c1)OCO2)c1cc(-c2ccccc2Cl)nc2ccccc12	-2%	.	7	7	3	-7	4%	6.1%	6%
CC(C)OC(=O)c1ccc(OC(=O)c2cccnc2)cc1	-2%	11	13	2	6	-3	2%	-0.3%	9%
Cc1ccc(C)c(N2CCN(S(=O)(=O)c3ccc4c(c3)CC(C)N4C(=O)C3CC3)CC2)c1 (configuration not stated)	-1%	-14	-5	2	3	-1	-1%	-0.2%	1%
O=C(COC(=O)c1ncc(Cl)c(Cl)c1Cl)Nc1ccc(Cl)cn1	-4%	-25	5	-3	4	-8	-3%	2.5%	-16%
Cc1ccc2cc(CN(CCCO)S(=O)(=O)c3cccc4nsnc34)c(=O)[nH]c2c1C	-4%	-23	5	1	0	-7	0%	2.1%	-2%
COc1cccc(/C=C/C(=O)OCC(=O)Nc2ccc(S(=O)(=O)N3CCCC3)cc2)c1	0%	0	15	4	9	-5	1%	-1.3%	10%
CCNC(=S)N1CCC(C(O)(c2ccccc2)c2ccccc2)CC1	-6%	9	12	-3	2	13	11%	1.1%	13%
CC(C)CCN1CCN(Cc2nc(-c3ccc(F)cc3)cs2)CC1CCO (configuration not stated)	4%	-4	-16	-5	4	-7	0%	-3.4%	-12%
COc1cc(C(=O)N/N=C/c2ccc(OC(=O)c3cccc(C)c3)cc2)ccc1O	-2%	?	22	11	2	4	?	2.4%	-4%
CCN1CCN(C(=O)CN(C)S(=O)(=O)c2ccc(OC)cc2)CC1	-1%	-11	28	-1	4	-29	1%	0.2%	4%
COC(=O)Cn1c(=NC(=O)c2ccc(Cl)s2)sc2cc(F)ccc21	-2%	2	10	-7	1	6	2%	0.1%	1%
c1ccc(-c2cc(-c3ccccc3)[nH]n2)cc1	12%	-1	8	-7	5	5	-7%	2.3%	-4%
CC(C)NC(=O)C(=O)NCCc1ccc(Cl)cc1	-3%	-9	3	-4	1	-3	-4%	0.7%	-10%
O=CN1c2ccccc2CSc2ccccc21	-3%	-10	.	.	.	.	-1%	.	-12%
CCN(CC)S(=O)(=O)c1ccc2c(c1)c(=O)c(C(=O)N1CCN(c3ccc(F)cc3)CC1)cn2C	-4%	.	-1	0	3	-3	1%	-0.2%	0%
Cc1ccc2[nH]cc(CCNC(=O)c3ccc4c(c3)OCO4)c2c1	1%	-3	-9	-1	4	1	5%	2.2%	2%
CCNc1nc(NC(C)C)nc(N(C#N)C(C)C(=O)N(CC)CC)n1 (configuration not stated)	-2%	4	-5	-7	1	-9	1%	-3.4%	4%
CC(NC(=O)c1ccc(Cl)cc1Cl)C(c1ccccc1)N1CCOCC1 (configuration not stated)	7%	-1	-2	0	1	-3	-1%	2.6%	9%
COc1cccc(NC(=O)c2cnc[nH]2)c1	10%	4	13	-2	1	-4	1%	-2.7%	6%
CCCS(=O)(=O)N1CC(=O)N(c2cc(C)ccc2C)C(C)(C(=O)NC2CCCCCC2)C1 (configuration not stated)	-3%	2	0	-1	0	1	3%	-1.7%	-1%
CCOC(=O)C1=C(C)NC(C)=C(C(=O)OCC)C1c1ccc(OC)c(OC)c1	1%	2	.	.	.	.	-7%	.	6%
Cc1cccc(NC(c2cccc(F)c2)c2ccc3ccc(C)nc3c2O)n1 (configuration not stated)	-2%	-2	1	2	4	-17	3%	1.6%	-2%
COc1cccc(OC(=O)CSc2nnc(-c3ccc4c(c3)OCO4)o2)c1	-7%	3	-2	0	-2	-8	2%	-3.8%	1%
Cc1ccc(NC(=O)c2cc(CN3CCOCC3)on2)cc1Cl	0%	-6	-5	-5	9	-7	-6%	-1.3%	-2%
CNC(=O)c1nnn(Cc2ccccc2)c1NC(C)=O	-2%	7	6	-6	-2	5	-1%	-0.1%	?
CCCOP(=O)(OCCC)C1(Nc2ccc(C)cc2)CCCCC1	-6%	3	-5	-6	10	-14	-1%	1.6%	4%
CCOC(=O)C1(Cc2cccc(OC)c2)CCN(Cc2cccc(OC)c2OC)CC1	-1%	-12	-1	-2	6	-8	1%	4.4%	15%
COC(=O)c1nn(-c2ccc(Cl)cc2)c(=O)cc1Sc1ccccn1	4%	-2	-3	-1	0	-3	-7%	0.9%	?
CCCn1c(SCC(=O)N2CCCc3ccccc32)nnc1-c1ccccn1	-7%	-1	1	1	4	5	-6%	0.3%	0%
CC(C)(C)n1nnnc1C(c1ccc2ncccc2c1)N1CCC(O)CC1 (configuration not stated)	-1%	-17	6	7	1	-2	3%	10%	-14%
O=C(CC1C(=O)NCCN1C(=O)Nc1ccccc1)Nc1ccc2c(c1)OCCO2 (configuration not stated)	1%	10	2	0	3	-5	2%	2.8%	-5%
NS(=O)(=O)c1ccc(CCNC(=O)COC(=O)CC(c2ccccc2)c2ccccc2)cc1	-5%	10	-1	-2	1	-7	1%	2.8%	0%
N#CC1=C(N)Oc2n[nH]c(-c3cccs3)c2C1c1ccncc1 (configuration not stated)	-4%	-3	-5	-4	3	-7	7%	-1.3%	4%
CC1=CSC2=NC(C(F)(F)F)(C(F)(F)F)NC(=O)N12	-2%	7	-4	-9	2	4	4%	3.7%	-3%
Cc1cccc(N2CCN(C(=O)c3ccc(CS(=O)Cc4ccc(Cl)cc4)o3)CC2)c1C (configuration not stated)	-5%	-78*	5	-3	5	7	0%	0.1%	3%
CC(C)CC1(C)NC(=O)N(CCN2C(=O)c3ccccc3C2=O)C1=O (configuration not stated)	-4%	3	1	-2	1	-5	-2%	2.8%	9%
CN(C)S(=O)(=O)Oc1ccc(C(=O)Nc2cccc(Cl)c2)cc1	8%	1	14	-7	24	-47*	1%	-1.1%	13%

Complete entries as entered above. Screens in order: GRP78 ERSR act, RXFP1 antagonist, D2 potentiator, D1 PAM, D1 ag, D1 antag, Vif-APOBEC3G blk, RXFP1 agonist, Vif-A3F inh
Listed for CN(C)S(=O)(=O)Oc1ccc(C(=O)Nc2cccc(Cl)c2)cc1 = 8%, 1, 14, -7, 24, -47*, 1%, -1.1%, 13%
Listed for CCOC(=O)C1=C(C)NC(C)=C(C(=O)OCC)C1c1ccc(OC)c(OC)c1 = 1%, 2, ., ., ., ., -7%, ., 6%
Listed for CCNc1nc(NC(C)C)nc(N(C#N)C(C)C(=O)N(CC)CC)n1 (configuration not stated) = -2%, 4, -5, -7, 1, -9, 1%, -3.4%, 4%
Listed for CCCOP(=O)(OCCC)C1(Nc2ccc(C)cc2)CCCCC1 = -6%, 3, -5, -6, 10, -14, -1%, 1.6%, 4%

Reprinted at random: four compounds from above
SMILES	GRP78 ERSR act	RXFP1 antagonist	D2 potentiator	D1 PAM	D1 ag	D1 antag	Vif-APOBEC3G blk	RXFP1 agonist	Vif-A3F inh
CN(C)S(=O)(=O)Oc1ccc(C(=O)Nc2cccc(Cl)c2)cc1	8%	1	14	-7	24	-47*	1%	-1.1%	13%
Cc1cccc(N2CCN(C(=O)c3ccc(CS(=O)Cc4ccc(Cl)cc4)o3)CC2)c1C (configuration not stated)	-5%	-78*	5	-3	5	7	0%	0.1%	3%
CC(C)CC1(C)NC(=O)N(CCN2C(=O)c3ccccc3C2=O)C1=O (configuration not stated)	-4%	3	1	-2	1	-5	-2%	2.8%	9%
CNC(=O)c1nnn(Cc2ccccc2)c1NC(C)=O	-2%	7	6	-6	-2	5	-1%	-0.1%	?

Screens: PubChem BioAssay, National Center for Advancing Translational Sciences (NCATS)
